# Screening data deposited in PubChem by Broad Institute.
# PGC1a acetyl inh = inhibitors of PGC1a acetylation signal, primary screen, cell-based, U2OS, AlphaScreen, inhibitor mode. AlphaScreen anti-acetyl-lysine; with virally co-expressed GCN5 acetyltransferase. inhibition, % at 15.6 µM. 350,000 tested, 0.17% active;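 active = every replicate shows inhibition of at least 40%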;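 note: 0% = neutral control wells and 100% = positive control wells; some results beyond the cut were filed as inactive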
# SIRT5 block = SIRT5 desuccinylase inhibitors, primary screen, biochemical, fluorescence imaging, single point, set 5 | Purified SirT5, succinyl-peptide AMC, trypsin-coupled fluorescence | inhibition, % at 15 µM | 330,000 tested, 1.1% active | AID 652115, 2013; in the data active = inhibition above about 15%
# ERAP1 HTS inh = human ERAP1 aminopeptidase inhibitors, primary screen, biochemical, single point, plate reader; Endoplasmic reticulum aminopeptidase 1 (Homo sapiens), Q9NZ08; 340,000 tested, 0.15% active; inhibition, % at 10.7 µM; recombinant ERAP1, Leu-AMC fluorescence, 60 min;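 active = mean replicate inhibition of at least 30%, or all replicates individually reaching that 30% level; inactive = mean below 30% and not every replicate reaching it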;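 note: 0% = neutral control wells and 100% = L-leucinethiol positive control wells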
# Target sequence (Q9NZ08 whole entry, looked up): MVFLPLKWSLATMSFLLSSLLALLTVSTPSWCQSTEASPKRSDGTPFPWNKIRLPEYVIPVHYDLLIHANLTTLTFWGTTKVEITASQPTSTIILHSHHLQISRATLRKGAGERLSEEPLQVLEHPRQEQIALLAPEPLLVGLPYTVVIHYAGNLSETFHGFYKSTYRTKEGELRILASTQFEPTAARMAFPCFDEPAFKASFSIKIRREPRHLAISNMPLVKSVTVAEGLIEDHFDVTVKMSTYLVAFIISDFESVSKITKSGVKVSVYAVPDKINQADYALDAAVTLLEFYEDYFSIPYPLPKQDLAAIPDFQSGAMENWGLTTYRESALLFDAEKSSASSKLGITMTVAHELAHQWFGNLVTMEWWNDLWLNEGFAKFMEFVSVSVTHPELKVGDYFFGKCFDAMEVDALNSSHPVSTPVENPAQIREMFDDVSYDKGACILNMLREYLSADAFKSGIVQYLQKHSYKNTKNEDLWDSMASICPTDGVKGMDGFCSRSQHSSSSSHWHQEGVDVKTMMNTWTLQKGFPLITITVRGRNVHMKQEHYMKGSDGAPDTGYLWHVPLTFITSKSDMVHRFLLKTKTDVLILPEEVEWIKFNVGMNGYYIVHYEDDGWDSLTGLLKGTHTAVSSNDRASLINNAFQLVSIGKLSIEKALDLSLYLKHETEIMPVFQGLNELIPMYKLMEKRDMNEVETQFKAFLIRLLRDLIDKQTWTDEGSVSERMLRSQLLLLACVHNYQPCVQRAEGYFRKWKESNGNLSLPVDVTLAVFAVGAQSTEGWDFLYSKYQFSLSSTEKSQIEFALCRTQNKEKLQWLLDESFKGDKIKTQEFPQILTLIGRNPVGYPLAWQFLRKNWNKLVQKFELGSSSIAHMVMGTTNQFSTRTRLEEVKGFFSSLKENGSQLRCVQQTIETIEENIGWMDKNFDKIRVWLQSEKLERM
# Cneo AK release = Cryptococcus neoformans cell lysis inducers, primary screen, AK release luminescence, single concentration; C. neoformans lysis, adenylate kinase release luminescence, 4 h; normalised: neutral wells 0, clomiphene wells 100; lysis activity, % at 15 µM; 360,000 tested, 0.2% active; AID 651654, 2012;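 active = mean lysis activity across replicates of at least 80%, whatever share of replicates individually reach that level; inactive = mean lysis activity below 80%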
#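 Material: C. neoformans cells | Amount: Yeast cell density of 5 × 10^6 cells/mL | Medium: Fresh YPD growth medium | Dosing: Single dose | Times: Static 4 h at 37 °C with compound, 1 h detection | Detection: AK luminescence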
# C2C12 statin = suppressors of statin myotoxicity in C2C12 myotubes, primary screen, cell-based, single point, plate reader; C2C12 myotubes + simvastatin, ATP luminescence, 48 h; scaled: DMSO 0, geranylgeraniol control 100; rescue of ATP level, % at 7.49 µM; AID 602340, 2012; 330,000 tested, 0.78% active;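 active = mean ATP rescue above about 67%, or every replicate alone reaching that limit, limit read from the data, passing the limit was not always enough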;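 note: myotubes were challenged with 10 µM simvastatin during compound exposure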
# LGR2 antag = inhibitors of bursicon-induced LGR2 CRE-luciferase signal, primary screen, cell-based, HEK293, CRE-luciferase reporter, bursicon stimulation | bursicon-stimulated, 4 h | inhibition, % at 9.99 µM | 380,000 tested, 0.35% active | AID 720647, 2013;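 active = drop in luminescence signal, shown as inhibition above about 50% in the replicate tests, limit read from the data, passing the limit was not always enough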;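 note: agonist challenge used bursicon conditioned medium at about half maximal strength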
# Xi reactivation = activators of inactive X chromosome reactivation, primary screen, imaging, XiGFP fibroblasts, GFP high-content imaging, set 2; AID 743238, 2013; 360,000 tested, 0.055% active; XiGFP mouse fibroblasts, % GFP-positive cells imaging, 3 d; cells co-treated with 5-aza-dC sensitizer; scaled so ellipticine positive control = 100%; activation, % at 7.58 µM;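 active = mean normalized replicate activation at least 10% and every replicate at or above 10%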;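 note: 0% = median of on-plate neutral control wells and 100% = ellipticine 6 µM median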
#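 material = 68-5-11 XiGFP fibroblast line | medium = DMEM plus 5-aza-dC sensitizer | schedule = 3 days compound exposure | benchmarks = positive control ellipticine, 6 µM final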
# S100A4 inh HTS = inhibitors of S100A4-myosin IIA peptide binding, primary screen, biochemical, fluorescence polarization, TAMRA-MyoIIA peptide; Protein S100-A4 (Homo sapiens), P26447; inhibition, % at 10.7 µM; 360,000 tested, 0.14% active;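 active = mean inhibition of at least 70% across replicates, with every replicate also reaching that level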
# Target sequence (P26447 whole entry, looked up): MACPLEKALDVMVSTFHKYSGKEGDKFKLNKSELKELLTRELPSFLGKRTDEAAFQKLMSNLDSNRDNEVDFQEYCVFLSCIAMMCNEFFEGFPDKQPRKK
#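 assay system = human S100A4 monomer with TAMRA-labelled myosin IIA peptide | also added = labelled myosin peptide probe, 5 nM | incubation = 5 min between mix addition and reading | control set = DMSO and TFP controls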
# * marks the source's active call; other numbers are inactive results; . = no result given. Not all compounds are listed, so the mix of outcomes need not match the whole.
# Key to letters: A = PGC1a acetyl inh; B = SIRT5 block; C = ERAP1 HTS inh; D = Cneo AK release; E = C2C12 statin; F = LGR2 antag; G = Xi reactivation; H = S100A4 inh HTS
> O=C(C[C@@H]1CC[C@@H]2[C@H](COC[C@@H](O)CN2C(=O)c2ccccc2F)O1)N1CCCCC1
  A: 0 | B: 1 | C: 1 | D: 1 | E: -2 | F: -2 | G: 0.0 | H: -24
> COc1ccc(C(=O)Nc2ccc(C(=O)Nc3cccnc3)cc2)cc1
  A: . | B: -2 | C: -1 | D: -1 | E: -43 | F: -22 | G: 0.2 | H: -4
> COC(=O)[C@@H]1[C@@H](CO)[C@@H]2Cn3c(ccc(-c4ccccc4F)c3=O)[C@@H]2N1Cc1ccncc1
  A: . | B: -1 | C: 5 | D: 0 | E: 35 | F: -2 | G: 0.8 | H: -1
> Cc1c(C(=O)OCC(=O)N(C)c2ccccc2)cccc1[N+](=O)[O-]
  A: . | B: -1 | C: 5 | D: . | E: . | F: 18 | G: 0.0 | H: -1
> O=C(NCc1ccccc1)c1ccc(-c2ccc(F)c(F)c2)c2ccoc12
  A: -1 | B: . | C: -1 | D: 0 | E: -12 | F: -11 | G: 0.2 | H: -2
> COc1ccccc1N(C)S(=O)(=O)c1ccc(C(=O)N(C)Cc2ccc(OC(F)F)cc2)cc1
  A: . | B: 4 | C: -3 | D: 0 | E: -1 | F: 11 | G: -0.1 | H: -4
> O=C(O)c1ccccc1C(=O)Nc1ccccc1[N+](=O)[O-]
  A: -2 | B: 10 | C: . | D: 8 | E: -6 | F: 8 | G: -0.2 | H: -4
> Cc1nc(-c2ccccc2)nc2sc(C(=O)c3ccc(F)cc3)c(N)c12
  A: 2 | B: -2 | C: -6 | D: -4 | E: -20 | F: . | G: 0.1 | H: -1
> CCN1CCCC1CNC(=O)c1cc2c(=O)n(C)c3ccccc3c2n1C (stereo unspecified)
  A: 6 | B: . | C: . | D: -6 | E: 1 | F: -5 | G: 0.4 | H: -7
> Cc1noc(C)c1NC(=O)N(C)C[C@@H]1Oc2ccc(NC(=O)Cc3cn(C)c4ccccc34)cc2C(=O)N([C@H](C)CO)C[C@H]1C
  A: 2 | B: 11 | C: -5 | D: 0 | E: -16 | F: 3 | G: -1.3 | H: -32
> O=C(Nc1cc(Cl)ccc1-n1cncn1)c1cc(F)cc(F)c1
  A: . | B: -6 | C: 1 | D: . | E: 7 | F: 12 | G: -0.1 | H: 8
> COc1cccc(NC(=S)NCc2ccc3c(c2)cc(C)n3C)c1
  A: . | B: 0 | C: -1 | D: . | E: . | F: -23 | G: 0.1 | H: 9
> CSc1cccc(NC(=O)Cn2cccc2)c1
  A: 8 | B: . | C: . | D: 1 | E: -10 | F: 18 | G: . | H: .
> O=C(OCCOc1ccccc1)c1cc(S(=O)(=O)N2CCOCC2)c(Cl)cc1Cl
  A: . | B: -1 | C: -5 | D: 1 | E: -1 | F: -12 | G: 0.0 | H: 0
> O=C(OCCOc1ccccc1)c1cc(S(=O)(=O)N2CCOCC2)ccc1Cl
  A: 4 | B: -2 | C: 2 | D: 2 | E: -10 | F: 8 | G: 0.0 | H: 3
> CCOC(=O)[C@]12CCC=C1N(Cc1ccccc1)C(=O)[C@H](CC(=O)NCCCN1CCCC1=O)C2
  A: . | B: -3 | C: . | D: . | E: . | F: 4 | G: 0.0 | H: -4
> Cc1ccnc(N=O)c1
  A: -5 | B: 0 | C: . | D: 1 | E: 1 | F: -13 | G: 0.0 | H: -1
> CN(C)S(=O)(=O)n1cnc([C@@H]2[C@@H]3C(=O)OC[C@@H]3C[C@]23N=CN(Cc2ccccc2)C3=O)c1
  A: 15 | B: . | C: -3 | D: -1 | E: 6 | F: -9 | G: 0.2 | H: 6
> C[C@H](CO)N1C[C@H](C)[C@@H](CN(C)C(=O)Nc2ccc(C(F)(F)F)cc2)OCCCC[C@H](C)Oc2ccc(NS(=O)(=O)c3cccs3)cc2C1=O
  A: 21 | B: 4 | C: -3 | D: 0 | E: -6 | F: 10 | G: 0.1 | H: -2
> CCOC(=O)c1c(NC2=NS(=O)(=O)c3ccccc32)sc2c1CCCCC2
  A: . | B: -3 | C: 1 | D: . | E: 2 | F: 9 | G: -0.1 | H: -4

# A few values from the entries so far:
# For S100A4 inh HTS, Cc1ccnc(N=O)c1 reads -1
# For PGC1a acetyl inh, O=C(NCc1ccccc1)c1ccc(-c2ccc(F)c(F)c2)c2ccoc12 reads -1
# For Xi reactivation, O=C(OCCOc1ccccc1)c1cc(S(=O)(=O)N2CCOCC2)c(Cl)cc1Cl reads 0.0
# For S100A4 inh HTS, COc1ccccc1N(C)S(=O)(=O)c1ccc(C(=O)N(C)Cc2ccc(OC(F)F)cc2)cc1 reads -4

# The list goes on.
# Key to letters: A = PGC1a acetyl inh; B = SIRT5 block; C = ERAP1 HTS inh; D = Cneo AK release; E = C2C12 statin; F = LGR2 antag; G = Xi reactivation; H = S100A4 inh HTS
> C=CCNc1nc(NCc2ccc(NC(C)=O)cc2)c2sc(-c3ccccc3)cc2n1
  A: 8 | B: -4 | C: -2 | D: -1 | E: -16 | F: 22 | G: 0.7 | H: -6
> C[C@H](CO)N1C[C@H](C)[C@H](CN(C)CC2CC2)Oc2c(NS(C)(=O)=O)cccc2C1=O
  A: 6 | B: 4 | C: -2 | D: 60 | E: -23 | F: 13 | G: -0.8 | H: 4
> Cc1noc(C)c1NC(=O)N[C@H]1CC[C@H](CC(=O)Nc2ccc(-c3ccccc3)cc2)O[C@@H]1CO
  A: -7 | B: -1 | C: 5 | D: 0 | E: 3 | F: 7 | G: 1.8 | H: 11
> Cc1ccc(-c2csc(N3CCN(CCCn4c(C(F)(F)F)nc5ccccc54)CC3)n2)cc1
  A: -6 | B: . | C: . | D: 2 | E: -13 | F: -4 | G: 0.0 | H: -12
> CC(=O)Nc1sc2c(c1C#N)CCC(C)C2 (stereo unspecified)
  A: 8 | B: -5 | C: 0 | D: 0 | E: 111* | F: 0 | G: 0.2 | H: -1
> Cc1cccc(C(=O)Nc2ccn(C)n2)c1
  A: . | B: -2 | C: 0 | D: 1 | E: 5 | F: 4 | G: 0.0 | H: 0
> Cc1ccc(S(=O)(=O)Cc2ccc(C(=O)N3CCc4ccccc4C3)o2)cc1
  A: -16 | B: . | C: . | D: 2 | E: 10 | F: -1 | G: 0.1 | H: -3
> CCOc1ccc(NC(=O)CN2C(=O)c3ccccc3C2=O)cc1
  A: . | B: -3 | C: 0 | D: -1 | E: 8 | F: -6 | G: 0.1 | H: -4
> CSc1ccc(CNc2ccc(C)cc2)cc1
  A: 0 | B: 1 | C: -3 | D: 0 | E: 9 | F: -61 | G: . | H: 0
> CCCC(=O)Nc1ccc2c(c1)C(=O)N(C)[C@@H]1CC[C@H](CC(=O)NCCCN(C)C)O[C@H]1CO2
  A: 8 | B: -1 | C: -2 | D: -2 | E: -10 | F: 7 | G: -0.1 | H: -5

# Full records, quoted from the list. Values in the order: PGC1a acetyl inh	SIRT5 block	ERAP1 HTS inh	Cneo AK release	C2C12 statin	LGR2 antag	Xi reactivation	S100A4 inh HTS
# C=CCNc1nc(NCc2ccc(NC(C)=O)cc2)c2sc(-c3ccccc3)cc2n1 as listed: 8	-4	-2	-1	-16	22	0.7	-6
# CC(=O)Nc1sc2c(c1C#N)CCC(C)C2 (stereo unspecified) as listed: 8	-5	0	0	111*	0	0.2	-1
# Cc1noc(C)c1NC(=O)N[C@H]1CC[C@H](CC(=O)Nc2ccc(-c3ccccc3)cc2)O[C@@H]1CO as listed: -7	-1	5	0	3	7	1.8	11
# CCCC(=O)Nc1ccc2c(c1)C(=O)N(C)[C@@H]1CC[C@H](CC(=O)NCCCN(C)C)O[C@H]1CO2 as listed: 8	-1	-2	-2	-10	7	-0.1	-5
# Cc1ccc(S(=O)(=O)Cc2ccc(C(=O)N3CCc4ccccc4C3)o2)cc1 as listed: -16	.	.	2	10	-1	0.1	-3

# The list goes on:
# Key to letters: A = PGC1a acetyl inh; B = SIRT5 block; C = ERAP1 HTS inh; D = Cneo AK release; E = C2C12 statin; F = LGR2 antag; G = Xi reactivation; H = S100A4 inh HTS
> C[C@@H]1CCCCO[C@H](CN(C)C(=O)C2CCCCC2)[C@@H](C)CN([C@H](C)CO)C(=O)c2cc(NC(=O)c3ccncc3)ccc2O1
  A: 6 | B: -2 | C: 3 | D: -6 | E: 40 | F: 5 | G: -0.7 | H: -1
> CN(CC(=O)Nc1ccc(S(=O)(=O)N2CCCC2)cc1)CC(=O)Nc1cccc(F)c1
  A: 1 | B: -5 | C: -1 | D: -1 | E: 12 | F: 11 | G: 0.0 | H: 3
> CCOc1ccc(NS(=O)(=O)c2cc(OCC(N)=O)c(C)cc2Cl)cc1
  A: -15 | B: . | C: . | D: 8 | E: . | F: 15 | G: 0.1 | H: .
> O=C(Nc1cccc(NC(=O)c2ccccc2Cl)c1)c1cccs1
  A: 6 | B: -17 | C: -1 | D: 1 | E: 12 | F: -4 | G: 0.1 | H: 5
> COc1ccc(C#Cc2ccc([C@@H]3[C@H]4CN(C(=O)NC(C)C)CC(=O)N4[C@H]3CO)cc2)cc1
  A: -2 | B: 0 | C: 1 | D: . | E: . | F: 0 | G: 0.0 | H: 4
> COc1cc2c(cc1OC)CN1CCc3cc(OC)c(OC)cc3C1C2 (stereo unspecified)
  A: 5 | B: 23* | C: 1 | D: -1 | E: -4 | F: -1 | G: . | H: -1
> NS(=O)(=O)c1ccc(NC(=O)/C(=C/c2ccncc2)NC(=O)c2ccccc2)cc1
  A: . | B: 3 | C: -4 | D: -2 | E: 0 | F: -1 | G: 0.0 | H: 3
> C/C(=N\NC(=O)C(=O)Nc1cccc(Cl)c1)c1ccncc1
  A: 10 | B: . | C: 7 | D: 4 | E: . | F: -3 | G: 0.0 | H: -8
> CN1CCN(C(=O)C[C@@H]2C[C@H]3c4cc(NC(=O)Nc5ccc(C(F)(F)F)cc5)ccc4O[C@H]3[C@H](CO)O2)CC1
  A: 7 | B: -3 | C: 1 | D: 36 | E: -1 | F: -2 | G: 0.0 | H: 19
> COc1ccccc1OC(C)C(=O)N1CCC(Cc2ccccc2)CC1 (stereo unspecified)
  A: . | B: -4 | C: 4 | D: -1 | E: 16 | F: 10 | G: 0.2 | H: 0
> O=C(NOCc1ccccc1)c1ccccc1
  A: -7 | B: . | C: -1 | D: -2 | E: 12 | F: 25 | G: 0.0 | H: 0
> COc1cc(/C=N\NC(=O)CC(=O)NCCc2ccccc2)ccc1O
  A: 0 | B: -5 | C: -3 | D: . | E: 4 | F: 1 | G: 0.0 | H: 0
> O=C(COc1cccc(Br)c1)Nc1ccc(Cl)c(S(=O)(=O)N2CCOCC2)c1
  A: 5 | B: -2 | C: 1 | D: . | E: -4 | F: 25 | G: 0.1 | H: -2
> CC(C)NC(=O)N1CCCCN2[C@H](CO)[C@H](c3ccc(C#CC4CC4)cc3)[C@@H]2C1
  A: -2 | B: . | C: . | D: 0 | E: -1 | F: -4 | G: 0.0 | H: .
> COc1ccc(-c2coc3c(C(=O)NCc4cccc(Cl)c4)cccc23)c(C)c1
  A: . | B: -3 | C: 5 | D: 10 | E: 20 | F: 14 | G: 0.1 | H: 3
